# High-throughput results: PubChem, National Center for Advancing Translational Sciences (NCATS)
# RXFP1 antag – qHTS Assay for Antagonists of the Relaxin Receptor RXFP1. activity change, negative = inhibition, % at 57.5 µM. Relaxin receptor 1 (Homo sapiens), Q9HBX9. actives 0.59% (n = 350,000). HEK293-RXFP1, relaxin-stimulated cAMP HTRF, 30 min; active compounds read low;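 active means activity change of -60% or lower, but not beyond a set lower limit; inconclusive means change between -60% and -40%, or beyond the set limit; inactive means change above -40%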; further: on the % scale 0 is the no-effect control and ±100 the full control effect
# D2 PAM – HTS Assay for Positive Allosteric Modulators of the Human D2 Dopamine Receptor: Primary Screen for Potentiators | D(2) dopamine receptor (Homo sapiens), P14416 | HEK293 T-REx D2, calcium flux, EC20 dopamine potentiation | potentiation, % at 10 µM | actives 0.34% (n = 340,000) | AID 485347, 2010;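 active means potentiation over 3 SD above the plate norm, cut at about 30% in these data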; further: 0% is about no effect
# Target sequence (P14416 whole entry, looked up): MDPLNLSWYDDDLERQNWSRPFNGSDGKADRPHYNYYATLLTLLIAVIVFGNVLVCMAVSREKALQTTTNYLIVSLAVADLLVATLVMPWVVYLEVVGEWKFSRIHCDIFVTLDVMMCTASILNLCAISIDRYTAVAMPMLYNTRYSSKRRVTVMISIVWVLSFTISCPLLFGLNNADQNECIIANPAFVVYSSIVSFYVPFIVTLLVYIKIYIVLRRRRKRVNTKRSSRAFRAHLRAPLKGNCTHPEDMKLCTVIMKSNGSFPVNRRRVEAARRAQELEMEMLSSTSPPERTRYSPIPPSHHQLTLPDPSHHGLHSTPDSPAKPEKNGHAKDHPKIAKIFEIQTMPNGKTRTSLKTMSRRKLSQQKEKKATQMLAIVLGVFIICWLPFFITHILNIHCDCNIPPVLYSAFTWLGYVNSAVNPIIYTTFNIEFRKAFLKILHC
#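 Potentiation of an EC20 dopamine calcium response measured kinetically over 180 s, after a preceding 180 s compound-only read flagging agonists. Cells: inducible Hek293 Trex D2 line, 4000/well, cultured overnight at 30 C before dye loading.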
# D1 PAM – Potentiators of Human D1 Dopamine Receptor: qHTS | actives 0.036% (n = 360,000) | HEK293 TREx D1 cells, calcium flux, dopamine EC20 potentiation | D(1A) dopamine receptor (Homo sapiens), P21728 | potentiation, % at 10 µM | AID 504651, 2011; in the data active means potentiation above about 30%; further: 0% is about no effect
# D1 antag – Antagonist of Human D 1 Dopamine Receptor: qHTS. HEK293 TREx D1 cells, calcium flux, dopamine EC80; active compounds read low. activity change, negative = inhibition, % at 10 µM. actives 3.2% (n = 360,000). AID 504652, 2011; in the data active means activity change below about -30%; further: on the % scale 0 is the no-effect control and ±100 the full control effect
#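 Tetracycline-induced HEK293 Trex D1 cells, force-coupled to calcium, dye-loaded; compounds added and read 180 s, then EC80 dopamine added and calcium flux tracked kinetically another 180 s.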
# Vif-A3F inh – qHTS for Inhibitors of Vif-A3F Interactions: qHTS | HeLa A3F-eYFP + Vif (tagged APOBEC3F with the HIV-1 protein that degrades it), YFP fluorescence increase | Potency, µM (series often up to 46.1 µM), for inactives: at the highest dose activity, negative = active | AID 602313, 2012 | actives 0.2% (n = 390,000); further: potency means the concentration at half of the fitted maximal effect; % of control where 0% means no effect; nearly all actives have a fitted effect of over 65% in size
#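 HeLa cells stably expressing Vif plus C-terminally eYFP-tagged A3F were seeded, incubated overnight at 37 deg C, dosed with compound, incubated overnight again at 37 deg C. Yellow fluorescence (Ex 488/Em 500-530) reported blocked Vif-mediated A3F-eYFP degradation.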
# D1 agonist – Allosteric Agonists of the Human D1 Dopamine Receptor: qHTS; D(1A) dopamine receptor (Homo sapiens), P21728; HEK293 T-REx D1 cells, calcium flux, agonist mode; activation, % at 2 µM; actives 1% (n = 360,000); in the data active means activation above about 30%; further: 0% is about no effect
#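 Agonism was scored from calcium flux recorded over 180 s (1 read/s) after pintool compound addition, following a 10-cycle baseline. Cells were inducible force-coupled HEK293 TREx D1, plated overnight at 30 C and loaded with no-wash calcium dye.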
# Vif-APOBEC3G blk – qHTS for Inhibitors of Vif-A3G Interactions: qHTS | DNA dC->dU-editing enzyme APOBEC-3G (Homo sapiens), Q9HC16 | HeLa A3G-eYFP + Vif (tagged APOBEC3G with the HIV-1 protein that degrades it), YFP fluorescence, overnight | Potency, µM (titrated, usually from 46.1 µM), for the others: at the top dose activity, negative = active, usual class: inhibitors | actives 0.076% (n = 410,000);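 further: potency means the concentration at half of the fitted maximal effect; on the % scale 0 is the no-effect control and ±100 the full control effect; nearly all actives have a fitted effect of over 60% in size; hits raise eYFP signal because A3G escapes Vif-driven loss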
# Target sequence (Q9HC16 whole entry, looked up): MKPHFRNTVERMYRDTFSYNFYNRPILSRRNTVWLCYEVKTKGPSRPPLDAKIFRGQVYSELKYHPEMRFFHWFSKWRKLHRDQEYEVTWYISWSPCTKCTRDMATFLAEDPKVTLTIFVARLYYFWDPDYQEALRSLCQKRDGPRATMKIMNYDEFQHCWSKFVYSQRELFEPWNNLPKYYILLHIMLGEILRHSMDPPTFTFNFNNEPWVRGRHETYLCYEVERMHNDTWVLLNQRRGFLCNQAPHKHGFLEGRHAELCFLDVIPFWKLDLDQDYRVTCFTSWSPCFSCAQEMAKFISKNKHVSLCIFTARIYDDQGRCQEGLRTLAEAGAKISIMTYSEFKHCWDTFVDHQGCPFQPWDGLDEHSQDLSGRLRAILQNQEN
#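 Read-out is eYFP fluorescence (Ex 488/Em 500-530) from Vif-expressing HeLa A3G-eYFP cells; more signal means A3G escaped Vif-mediated degradation. Cells plated overnight, compound pinned in, incubated overnight at 37 deg C.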
# Glioma ERSR ind – qHTS for Inducers of the Endoplasmic Reticulum Stress Response (ERSR) in Human Glioma: qHTS; U87-MG GRP78 promoter luciferase reporter, 16 h; Potency, µM, inactives show at the highest dose activation, hits mostly activators; actives 0.02% (n = 420,000); AID 602332, 2012; further: potency means the concentration at half of the fitted maximal effect; series mostly up to about 76 µM; % of control where 0% means no effect; nearly all actives have a fitted effect of over 35% in size
#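 Stably transfected U87-MG human glioma cells carrying a GRP78-based luminescent sensor were seeded at 1000 cells/well, pin-dosed with compounds and incubated 16 h. Luciferase reagent was then added, and end-point luminescence was read after 10 min at room temperature.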
# RXFP1 agonist – qHTS Assay for Agonists of the Relaxin Receptor RXFP1. Relaxin receptor 1 (Homo sapiens), Q9HBX9. HEK293T-RXFP1 cAMP TR-FRET, 30 min; response scale: percent of porcine relaxin response, buffer zero. Potency, µM (titrated, usually from 57.5 µM), without a hit: at the top dose activation, actives largely listed as activators. actives 0.3% (n = 370,000). AID 2676, 2010; further: potency means the concentration at half of the fitted maximal effect; on the % scale 0 is the no-effect control and ±100 the full control effect; nearly all actives have a fitted effect of over 60% in size; many of its hits are not listed in these tables
#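 Agonist response is measured as cAMP accumulation in an RXFP1-transfected HEK293T line under PDE4 inhibition. Values are scaled between buffer-only and 29 nM porcine relaxin, and EC50s come from standard Hill equation fits.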
# Starred values were filed as active, the others as inactive; ? = inconclusive; · = no result given. Unless noted, the call rests on the fitted dose curve; in most records, active means well fitted curve in the direction sought with a large enough effect; inconclusive means small, poorly fitted or top-dose-only effect, or another doubt; inactive means no such curve, though single readings can be large; an effect the other way counts as inactive or inconclusive.
1. CCOc1ccc(NC(=O)c2ccc(NC(=S)NC3CCCCC3)cc2)cc1
2. Cc1c(CCC(=O)O)c(=O)oc2cc(OCc3cccc(Cl)c3)ccc12
3. O=C(/C=C/c1ccc([N+](=O)[O-])cc1)N1CCN(S(=O)(=O)c2ccccc2)CC1
4. CCc1nnc(NC(=O)C2Cc3ccccc3CN2S(=O)(=O)c2cccs2)s1 (centres undefined)
5. CC(CNc1nc2ccccc2c2nc(-c3ccccc3)nn12)c1ccccc1 (centres undefined)
6. CCOc1cc(C2C(C(=O)N3CCOCC3)=C(C)NC3=C2C(=O)CCC3)ccc1O (centres undefined)
7. COc1ccc(C(=O)NCC(c2cccs2)S(=O)(=O)c2ccc(F)c(C)c2)cc1 (centres undefined)
8. COc1ccc(CC(=O)NNC(=O)c2cc(C)oc2C)cc1OC
9. CCn1cc(C(=O)NCC(C)C)c(=O)c2cc(F)c(N3CCN(C(=O)c4ccco4)CC3)cc21
10. CCn1c2ccccc2c2cc(NC(=O)C(=O)N3CCOCC3)ccc21

assay / entry	1	2	3	4	5	6	7	8	9	10
Vif-APOBEC3G blk	-16%	-6%	0%	1%	5%	-1%	3%	-2%	2%	-1%
RXFP1 agonist	0.7%	0.0%	0.9%	2.2%	0.4%	0.0%	-0.4%	1.2%	3.4%	-0.9%
D1 agonist	0	1	2	2	3	4	0	3	4	0
D1 PAM	1	-7	-2	-1	-3	4	-5	2	·	3
RXFP1 antag	-5	1	8	-12	·	-12	·	-14	-37	-12
Vif-A3F inh	?	-7%	1%	-1%	-6%	-5%	-8%	-7%	1%	7%
D2 PAM	5	-1	2	3	7	1	-7	-4	-3	-7
D1 antag	-5	0	-16	11	-5	-4	1	2	10	-11
Glioma ERSR ind	-4%	7%	-2%	0%	-1%	-4%	2%	-5%	-2%	?

11. COc1ccccc1NC(=O)C/C(N)=N/OCC(=O)Nc1cccc(Cl)c1
12. CC(=O)c1cccc(NC(=S)NC(=O)Cc2ccc(Cl)cc2)c1
13. CCc1nnc(N/N=C/c2cccs2)n1N
14. O=C(c1cccc([N+](=O)[O-])c1)c1ccccn1
15. COc1ccc(C2CC(c3ccccc3)=NN2C(=O)c2ccc(Cl)c([N+](=O)[O-])c2)cc1 (centres undefined)
16. Cc1cccc(NC(=O)CSc2nc(-c3ccccc3Cl)nc3c2Cc2c(CO)cnc(C)c2O3)c1C
17. CCOC(=O)c1c(C)[nH]c(C(=O)CSc2nnc(-c3cccs3)n2Cc2ccccc2)c1C
18. Cc1ccc2sc(NC(=O)c3ccc(N4C(=O)CCC4=O)cc3)nc2c1C
19. COc1ccc(NCc2nnc(SCC#N)n2-c2ccccc2OC)cc1
20. CC(C)(C)c1ccc(S(=O)(=O)N2CCCC2C(=O)NC2=NCCS2)cc1 (centres undefined)

assay / entry	11	12	13	14	15	16	17	18	19	20
Vif-APOBEC3G blk	-3%	1%	-17%	-1%	-6%	-5%	?	3%	-9%	0%
RXFP1 agonist	·	1.1%	3.5%	-2.7%	2.6%	1.0%	-1.6%	28%	-0.2%	-0.6%
D1 agonist	·	63*	2	2	-1	0	1	1	0	0
D1 PAM	·	-5	-1	4	0	-1	-4	-1	2	-1
RXFP1 antag	-2	-8	6	4	2	-12	-14	·	-5	5
Vif-A3F inh	-12%	-1%	0%	-6%	-4%	-2%	-15%	-10%	1%	7%
D2 PAM	·	3	2	-1	-4	2	-5	0	15	-3
D1 antag	·	-1	17	-1	-10	-22	4	18	7	-1
Glioma ERSR ind	4%	-1%	-11%	-1%	12%	-4%	-2%	-2%	-3%	-1%

21. Cn1cc(-c2cc3n(n2)CCC(=O)N3CCCC(=O)NCc2ccccc2)c2ccccc21
22. COC(=O)c1c(NC(=O)C2CC=CCC2C(=O)O)sc2c1CCCCC2 (centres undefined)
23. CC(C)(C)c1ccc(-n2ncc3c2CCCC3NC(=O)c2csnn2)cc1 (centres undefined)
24. O=C(COc1ccc(Br)cc1)N(Cc1nnc(-c2ccccc2Cl)o1)C1CC1
25. O=C(c1ccccc1)N1CCSc2sccc2C1=O
26. Cc1ccc(C(C)C)c(OCC(=O)NCC2(N(C)C)CCCCC2)c1
27. CN(CC(=O)Nc1ccccc1Cl)C(=O)COC(=O)c1ccc(S(=O)(=O)C(F)F)cc1
28. Cc1cccc(NC(=O)C(C)OC(=O)c2ccccc2NS(=O)(=O)c2cc(C)c(C)c([N+](=O)[O-])c2)c1 (centres undefined)
29. COc1ccccc1/C=C/C(=O)Nc1cccnc1
30. COc1ccccc1NC(=O)C(Cc1ccccc1)NS(=O)(=O)c1ccc2c(c1)c(=O)n(C)c(=O)n2C (centres undefined)

assay / entry	21	22	23	24	25	26	27	28	29	30
Vif-APOBEC3G blk	-16%	-1%	0%	-7%	4%	1%	-2%	-6%	-5%	-5%
RXFP1 agonist	-0.8%	4.3%	2.0%	·	12%	3.5%	1.6%	-0.7%	1.6%	1.2%
D1 agonist	2	5	4	·	4	3	7	3	0	6
D1 PAM	-2	-1	4	·	-5	0	-5	-6	-4	0
RXFP1 antag	-6	-6	4	-1	-1	·	-1	-13	-12	·
Vif-A3F inh	-4%	1%	-16%	-5%	5%	0%	0%	0%	7%	1%
D2 PAM	-5	6	5	·	13	-23	4	9	·	6
D1 antag	8	-10	-14	·	·	6	-7	-6	6	-3
Glioma ERSR ind	-2%	-1%	-4%	-4%	-15%	-3%	-3%	-7%	2%	-2%

# Of the compounds above, three contain fluorine.
7. COc1ccc(C(=O)NCC(c2cccs2)S(=O)(=O)c2ccc(F)c(C)c2)cc1 (centres undefined)
9. CCn1cc(C(=O)NCC(C)C)c(=O)c2cc(F)c(N3CCN(C(=O)c4ccco4)CC3)cc21
27. CN(CC(=O)Nc1ccccc1Cl)C(=O)COC(=O)c1ccc(S(=O)(=O)C(F)F)cc1

assay / entry	7	9	27
Vif-APOBEC3G blk	3%	2%	-2%
RXFP1 agonist	-0.4%	3.4%	1.6%
D1 agonist	0	4	7
D1 PAM	-5	·	-5
RXFP1 antag	·	-37	-1
Vif-A3F inh	-8%	1%	0%
D2 PAM	-7	-3	4
D1 antag	1	10	-7
Glioma ERSR ind	2%	-2%	-3%

# (continued)
31. COc1ccccc1OCCCn1c(-c2ccc(Cl)cc2)nc2ccccc2c1=O
32. N=c1n(N)c2ccccc2n1CC(=O)c1ccc(Br)cc1
33. CCOC(=O)CN(C(=O)COc1nc(-c2ccccc2)cc(C)c1C#N)c1ccc(F)cc1
34. O=[N+]([O-])c1ccc(CN2CCN(c3ccccc3)CC2)o1
35. CCc1ccccc1NC(=O)CN(C)C(=O)CSc1nnc(Nc2cccc(C)c2C)s1
36. COC(=O)CC/C(O)=C1\C(=O)CC(C)(C)CC1=NCCc1nc2ccccc2[nH]1
37. COc1ccccc1C(=O)COC(=O)Cc1ccccc1F
38. CCCCN(c1ccccc1)S(=O)(=O)c1ccc2c(c1)CCN2C(=O)CCC(=O)O
39. CC(C)CC(O)(CC(C)C)C(=O)NNc1ccccc1
40. Cc1ccc(S(=O)(=O)n2cnc3cc([N+](=O)[O-])ccc32)c(C)c1C

assay / entry	31	32	33	34	35	36	37	38	39	40
Vif-APOBEC3G blk	2%	0%	0%	3%	4%	1%	4%	2%	4%	1%
RXFP1 agonist	22%	2.0%	0.3%	-3.9%	0.5%	-0.1%	·	0.8%	-3.2%	-0.6%
D1 agonist	-1	0	4	1	2	1	·	-3	0	6
D1 PAM	1	3	0	9	2	-5	·	3	-2	-5
RXFP1 antag	1	-14	-2	8	·	-4	-11	9	3	9
Vif-A3F inh	-6%	2%	-15%	2%	5%	1%	1%	-14%	-7%	2%
D2 PAM	-4	-1	-5	-8	7	9	·	-9	-2	-7
D1 antag	11	-18	3	8	-15	9	·	-8	0	8
Glioma ERSR ind	0%	1%	-3%	-4%	-1%	1%	0%	0%	0%	-2%

# 2 entries drawn at random from the list so far:
33. CCOC(=O)CN(C(=O)COc1nc(-c2ccccc2)cc(C)c1C#N)c1ccc(F)cc1
31. COc1ccccc1OCCCn1c(-c2ccc(Cl)cc2)nc2ccccc2c1=O

assay / entry	33	31
Vif-APOBEC3G blk	0%	2%
RXFP1 agonist	0.3%	22%
D1 agonist	4	-1
D1 PAM	0	1
RXFP1 antag	-2	1
Vif-A3F inh	-15%	-6%
D2 PAM	-5	-4
D1 antag	3	11
Glioma ERSR ind	-3%	0%

# (more compounds)
41. CC(=O)Nc1cccc(NC(=O)c2cc(-c3cccnc3)nc3ccc(Cl)cc23)c1
42. COCCn1nnnc1C(C(C)C)N(Cc1ccccc1)Cc1cc2cc(OC)ccc2[nH]c1=O (centres undefined)
43. COC(=O)C(=Nc1ccccc1)/C(C(=O)C(=O)N(C)c1ccccc1)=C(\O)c1ccccc1
44. CCN(CC)S(=O)(=O)c1ccc(N=Cc2c(C)c(C#N)c(=O)n(C)c2O)cc1
45. CC(C)(C)c1ccc(C(=O)N/C(=C\c2cccs2)C(=O)N2CCOCC2)cc1
46. COc1ccc(/C(O)=C2\C(=O)C(=O)N(c3cc(C)on3)C2c2ccccc2OC)cc1 (centres undefined)

assay / entry	41	42	43	44	45	46
Vif-APOBEC3G blk	-18%	-4%	1%	-3%	-11%	-3%
RXFP1 agonist	-1.2%	12%	-0.9%	-0.3%	-2.3%	27%
D1 agonist	-1	1	2	3	-1	5
D1 PAM	-3	4	0	-6	-8	-2
RXFP1 antag	-14	0	-25	-8	-3	-8
Vif-A3F inh	3%	1%	5%	?	-13%	-7%
D2 PAM	-26	5	4	4	·	-9
D1 antag	-3	21	16	-7	9	-5
Glioma ERSR ind	2%	-6%	-2%	-7%	4%	-5%

# A portion of the library, so the mix of outcomes need not match the whole.
